Nrf2 block = Nrf2 pathway inhibition; A549 ARE-Fluc reporter, luciferase luminescence, 18-24 h; hit rate 2.1% among 360,000; Potency, µM (series often up to 46 µM), for the others: top-dose activity change, negative = inhibition, most hits filed as inhibitors; also: % is scaled to controls: 0 for no effect and ±100 for the full control effect; nearly all actives have a fitted effect of over 60% in size
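Quantitative HTS in A549 cells stably bearing an antioxidant response element-firefly luciferase construct. Inhibition of Nrf2-driven transcription was scored by luminescence after 18-24 h of compound exposure at 37 °C.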
S2 tox = cell viability loss in ATXN counter-screen; hit rate 0.49% among 400,000; S2 cells (HEK-293 line with an ATXN2-luciferase reporter) viability, CellTiter-Fluor protease fluorescence, 24 h; AID 651635; Potency, µM (doses to about 56.7 µM), actives largely listed as cytotoxic; also: nearly all actives have a fitted effect of over 40% in size
Nrf2 activator = activators of Nrf2 (ARE) signaling. AREc32 ARE-luciferase reporter (MCF7-derived line), luminescence, 24 h. Potency, µM (series often up to 46.1 µM), for inactives: at the top dose activation, hits mostly activators. hit rate 0.31% among 410,000; also: % of control where 0% means no effect; nearly all actives have a fitted effect of over 65% in size
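Quantitative high-throughput format: AREc32 reporter cells, 1000 per well, received compound by pin transfer and were incubated 24 hr at 37 deg C, 5% CO2, before Steady-Glo luminescence detection.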
EPAC2 antagonist = blocks human EPAC2 exchange factor; hit rate 0.18% among 360,000; EPAC2 GEF exchange of Rap1B-BODIPY-GDP, fluorescence; Potency, µM (highest dose often 114 µM), without a hit: top-dose activity, negative = inhibition, hits mostly inhibitors; also: % is scaled to controls: 0 for no effect and ±100 for the full control effect; nearly all actives have a fitted effect of over 45% in size; many of its hits are not listed in these tables
Target sequence (Q8WZA2 whole entry, looked up): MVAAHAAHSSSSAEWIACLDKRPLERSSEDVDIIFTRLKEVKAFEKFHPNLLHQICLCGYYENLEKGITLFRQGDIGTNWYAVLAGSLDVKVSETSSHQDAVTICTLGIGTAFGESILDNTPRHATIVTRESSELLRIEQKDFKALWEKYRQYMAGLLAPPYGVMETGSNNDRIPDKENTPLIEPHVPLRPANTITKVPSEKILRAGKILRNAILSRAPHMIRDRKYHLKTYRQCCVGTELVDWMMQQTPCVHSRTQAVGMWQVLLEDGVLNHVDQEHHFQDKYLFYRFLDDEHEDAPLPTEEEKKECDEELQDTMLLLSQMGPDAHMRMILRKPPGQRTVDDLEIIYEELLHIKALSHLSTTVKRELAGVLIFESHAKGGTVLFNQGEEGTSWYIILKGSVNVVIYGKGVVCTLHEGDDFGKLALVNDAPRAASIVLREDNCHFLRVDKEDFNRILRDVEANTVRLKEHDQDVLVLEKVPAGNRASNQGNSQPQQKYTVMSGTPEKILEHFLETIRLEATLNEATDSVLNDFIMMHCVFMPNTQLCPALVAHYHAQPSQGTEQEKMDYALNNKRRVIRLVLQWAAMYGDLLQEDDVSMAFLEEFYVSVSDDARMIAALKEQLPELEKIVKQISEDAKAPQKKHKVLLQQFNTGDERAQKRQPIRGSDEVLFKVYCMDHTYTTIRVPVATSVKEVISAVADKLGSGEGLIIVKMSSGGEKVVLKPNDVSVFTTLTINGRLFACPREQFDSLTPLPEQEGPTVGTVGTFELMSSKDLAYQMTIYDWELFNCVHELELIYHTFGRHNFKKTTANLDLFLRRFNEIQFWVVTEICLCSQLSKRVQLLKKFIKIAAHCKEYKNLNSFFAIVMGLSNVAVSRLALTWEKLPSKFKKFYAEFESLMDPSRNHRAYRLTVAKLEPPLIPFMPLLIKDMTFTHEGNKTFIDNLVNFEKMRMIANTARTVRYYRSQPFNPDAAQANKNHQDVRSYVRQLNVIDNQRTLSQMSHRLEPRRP
MCF10A rereplic = induces DNA re-replication in MCF 10a normal breast cells | MCF 10A DNA re-replication, Hoechst nuclear intensity, 48 h | Potency, µM (titrated, usually from 46.1 µM), inactives show at the top dose activity, positive = re-replication, actives largely listed as activators | hit rate 2.9% among 350,000; also: % of control where 0% means no effect; nearly all actives have a fitted effect of over 50% in size
HepG2 tox = HepG2 cytotoxicity, counter-screen for TGF-b inhibitors | AID 588856 | Potency, µM (series often up to 46.1 µM), for inactives: top-dose activity change, negative = cytotoxicity, usual class: cytotoxic | HepG2 CAGA-GFP viability, ATP luminescence, 18 h | hit rate 0.76% among 410,000; also: some results filed as inactive show a strong effect at the top dose
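CellTiter-Glo luminescence gave cytotoxicity after 18 hours at 37 degrees C. The cells were HepG2 CAGA-GFP in 1% FBS DMEM, stimulated with 500 pg/mL TGF-beta after compound addition. %Activity was normalised to no-cell wells (complete cell-killing) and DMSO (no toxicity), and curves were fitted and classified.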
A549 tox = A549 cytotoxicity, counter-screen for Nrf2 inhibitors | Potency, µM (titrated, usually from 46 µM), for the others: top-dose activity change, negative = cytotoxicity, most hits filed as inhibitors | A549 ARE-Fluc cells, CellTiter-Fluor viability, 18-24 h | hit rate 0.16% among 390,000; also: % is scaled to controls: 0 for no effect and ±100 for the full control effect
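Cytotoxicity counterscreen: CellTiter-Fluor fluorescence was measured in A549 ARE_Fluc cells after 18-24 h of compound exposure in a concentration series. The subsequent BugLite luminescent read reports ARE-luciferase activity.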
TGFb SMAD3 inh = inhibitors of TGF-b signaling; HepG2 CAGA-GFP TGF-b/SMAD3 reporter, GFP fluorescence, 18 h; TGF-beta stimulated, 500 pg/mL final; Potency, µM (titrated, usually from 46.1 µM), without a hit: top-dose activity, negative = inhibition, most hits filed as inhibitors; hit rate 1.2% among 410,000; also: % is scaled to controls: 0 for no effect and ±100 for the full control effect; nearly all actives have a fitted effect of over 65% in size
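Read-out: total well GFP (ex488/em500-530) summed from mean per-cell fluorescence. Cells: HEPG2 CAGA-GFP, 1% FBS DMEM, 18 h at 37 degrees C with 500 pg/mL final TGF-beta. Unstimulated wells served as the full-inhibition control; stimulated DMSO wells = 0%.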
ATXN2 expr inh = inhibitors of ATXN2 expression; HEK-293 ATXN2-luciferase reporter, luminescence, 24 h; Potency, µM (top dose mostly 57 µM), without a hit: at the highest dose activity change, negative = inhibition, usual class: inhibitors; hit rate 0.72% among 360,000; AID 1745845; also: % is scaled to controls: 0 for no effect and ±100 for the full control effect; nearly all actives have a fitted effect of over 55% in size
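qHTS (up to 57 uM final) was run with 24 h compound exposure of reporter cells at 37 °C. Each well was multiplexed: SteadyGlo luminescence measured ATXN2-luciferase expression after a fluorogenic Gly-Phe-AFC viability readout (25 uM final).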
* = called active by the depositor; i = inactive; ? = inconclusive; / = not tested or not shown; & = joins results of further samples; [ ] = another dose, or the depositor's remark. Calls follow the shape of the dose curve; as a rule, active = well fitted curve in the direction sought with a large enough effect; inconclusive = small, poorly fitted or top-dose-only effect, or another doubt; inactive = no such curve, though single readings can be large; an effect the other way counts as inactive or inconclusive. Potency is read from the fitted curve at half-maximal effect. Some of the compounds tested; rates above refer to the full screens.

Structure,Nrf2 block,S2 tox,Nrf2 activator,EPAC2 antagonist,MCF10A rereplic,HepG2 tox,A549 tox,TGFb SMAD3 inh,ATXN2 expr inh
O=C(NCc1cccs1)C(NS(=O)(=O)c1cccc2nsnc12)c1ccccc1 (configuration not stated),21%,i,-0.1%,1%,-2%,-26%,21%,1%,-5%
CCCCN(C(=O)CSc1nnc(-c2ccccc2)n1C)c1c(N)n(Cc2ccccc2)c(=O)[nH]c1=O,0%,i,0.2%,-7%,-3%,2%,0%,-6%,-2%
CC(N=C(NC#N)Nc1ccncc1)C(C)(C)C (configuration not stated),?,i,1.3%&-0.3%,?,-1%&3%&-3%&5%,-1%&-7%,?,4%&-7%,-3%&8%&6%
COc1ccc2sc3ccccc3c(=O)c2c1OC,?,i,11µM*,0%,16%,-38%,-7%,0%,35%[activator]
Cc1cccc(C)c1OCCCCc1c(C)n[nH]c1C,5%,i,0.7%,0%,0%,11%,10%,-2%,-18%
O=C(Nc1ccc(Cc2ccc(NC(=O)Nc3cccnc3)cc2)cc1)Nc1cccnc1,/,?,5.2%,-1%,/,-1%,/,-1%,/
CCc1c(C)nc2c(C#N)c[nH]n2c1=O,23%,i,0.3%,-2%,2%,2%,7%,-11%,6%
CCN1CCc2c(sc(NC(=O)c3ccc(S(=O)(=O)N(C)c4ccccc4)cc3)c2C(=O)NC)C1,-16%,i,3.9%,18%,16µM*,-23%,-10%,23%,-9%
Cc1cccc(C(=O)N[C@H](C(=O)Nc2cc(S(=O)(=O)N3CCCCC3)ccc2C)C(C)C)c1,?,i,0.3%,4%,-3%,19%,-4%,-16%,-2%
CC(=O)NC1=NN(c2ccccc2)C(=O)C1,-4%,i,-0.4%,8%,-1%,-4%,-2%,-15%,-6%
O=C(O)/C=C\C(=O)Nc1ccc(Oc2ccccc2)cc1,5%,i,1.9%,14%,7%,1%,-6%,-7%,5%
Cc1cccc2c(C(=O)O)c3c(nc12)CCCCC3,17%,i,-0.7%,8%,-9%,7%,2%,3%,5%

Further results follow:
Structure,Nrf2 block,S2 tox,Nrf2 activator,EPAC2 antagonist,MCF10A rereplic,HepG2 tox,A549 tox,TGFb SMAD3 inh,ATXN2 expr inh
CCn1c(C)nc2cc(NC(=O)Nc3cccc(C(C)=O)c3)ccc21,2%,?,0.4%,2%,0%,-23%,1%,-8%,/
CCOC(=O)C1(Cc2ccccc2)CCCN(C(=O)COc2ccccc2OC)C1 (configuration not stated),/,i,6.2%,1%,/,-35%,/,-1%,/
CCN(CC)C(=O)c1ccccc1NS(=O)(=O)c1ccc(C)cc1,3%,i,-0.7%,7%,-7%,-8%,5%,-12%,-7%
O=S1(=O)N[C@@H](Cc2ccccc2)COc2cccc(N3CCC[C@H]3CO)c21,/,i,0.2%,-1%,/,/,/,/,10%
Cc1nnc(NC(=O)CCCOc2ccccc2)s1,-15%,i,0.2%,0%,0%,1%,-6%,-3%,-3%
COCCNC(=O)CCC1CCN(Cc2cccc(Oc3ccccc3)c2)CC1,-1%,i,0.5%,-1%,13%,-24%,0%,25%,-3%
NS(=O)(=O)c1ccc(NC(=O)/C=C/c2cccc(Cl)c2)cc1,-5%,?,5.5%,-6%,0%,-3%,-2%,-9%,/
Nc1nc2cc(Cl)ccc2cc1C(=O)NCCCc1ccccc1,/,i,3.6%,10%,/,/,/,/,-22%
COc1ccc(-n2c(COc3cccc4ccccc34)nnc2SC(C)C(=O)O)cc1 (configuration not stated),0%,i,-0.1%,-12%,?,16%,4%,20%,13%
COc1ccc(CCNC(=O)C2CCN(C(=O)c3ccc(F)cc3)CC2)cc1OC,-9%,i,0.1%,5%,-4%,0%,-4%,7%,11%
Cc1ccc(-c2nn3c(C)nnc3s2)cc1NC(=O)c1cccs1,2%,?,?,0%,18%,-17%,-12%,-4%,-2%
CCc1nc2ccc(C(=O)NCc3ccccc3C)cc2nc1CC,/,/,0.6%,/,/,5%,-2%,29%,/

The list continues.
Structure,Nrf2 block,S2 tox,Nrf2 activator,EPAC2 antagonist,MCF10A rereplic,HepG2 tox,A549 tox,TGFb SMAD3 inh,ATXN2 expr inh
COc1ccc(-n2c(=O)c3c4c(sc3n3c(SC(C)C)nnc23)COC(C(C)C)C4)cc1 (configuration not stated),7%,/,-1.0%,/,/,-3%,6%,-3%,/
O=C1NC[C@@H](CCCCN2C[C@H](Cc3ccc(O)cc3)N(CCc3ccc(O)cc3)C(=O)C2=O)N(CCc2ccccc2)C1=O,/,i,-0.7%,3%,/,/,/,/,-2%
CC(C)(CC(=O)O)CC(=O)NNc1ncccc1C#N,-10%,i,-0.5%,3%,-1%,0%,-11%,1%,4%
CC1=C(C(=O)Nc2ccccc2)C(c2ccco2)C(C#N)=C(SCC(=O)Nc2cccc(C)c2C)N1 (configuration not stated),?,i,-0.5%,-10%,-4%,-7%,-11%,-16%,-3%
Cc1cc(NC(=O)CSc2nnc(-c3ccco3)n2N)no1,19%,?,-0.4%,4%,0%,2%,0%,8%,6%
CCN(CC)S(=O)(=O)c1cc(NC(=O)c2ccccc2OCc2c(C)noc2C)ccc1C,-27%,i,-1.0%,-1%,9%,-2%,-8%,-17%,-11%
Cc1ccc2[nH]c(=O)c(N3CCOCC3)c(-c3ccccc3)c2c1,-9%,i,0.5%,5%,1%,-12%,-8%,-7%,3%
COc1ccc(C(=O)N=c2sc3c(C)ccc(OC)c3n2C)cc1OC,-9%,i,9.6%,4%,11%,-9%,-9%,-6%,/
CCC(C)n1c(=O)c(C(=O)Nc2ccccc2S(N)(=O)=O)c(O)c2ccccc21 (configuration not stated),?,?,0.2%,-6%,?,0%,?,?,?
O=C(C/C=N/OCc1ccc(Cl)cc1)c1cnc(-c2ccccc2)s1,?,i,15%,19%,5%,2%,5%,8%,-6%
CC(C)(C)OC(=O)N1CCC(C(=O)N[C@@H](Cc2ccccc2)C(=O)O)(c2ccccc2)CC1,-7%,i,-1.9%,-2%,?,-14%,0%,11%,-9%
Cn1nc(C(C)(C)C)c([N+](=O)[O-])c1C(=O)Nc1ccc(Br)cc1,?,?,-0.6%,-3%,-6%,-59%,10%,-10%,-56%

Next part.
Structure,Nrf2 block,S2 tox,Nrf2 activator,EPAC2 antagonist,MCF10A rereplic,HepG2 tox,A549 tox,TGFb SMAD3 inh,ATXN2 expr inh
CCc1nc2ccccc2n1CC(O)COc1ccc(NC(C)=O)cc1 (configuration not stated),-12%,i,0.2%,15%,?,-12%,-11%,7%,7%
Cc1ccc(N(C(=O)CNC(=O)c2ccco2)C(C(=O)NC2CCCC2)c2cccnc2)cc1C (configuration not stated),-8%,i,-1.1%,-9%,-15%,-27%,-5%,0%,6%
O=C(O)c1ccc(Oc2cccc([N+](=O)[O-])c2)cc1C(=O)O,1%,i,0.0%,8%,4%,-1%,10%,-2%,4%
CC(/C=C/c1ccco1)=N/NC(=O)CNc1ccccc1C,2%,i,22%,3%,3%,-12%,-1%,1%,-18%[11.3 µM]
CN1CCN(C(=O)CSc2cc(=O)n(C)c3ccccc23)CC1,-6%,i,0.1%,-6%,16%,0%,8%,3%,8%
CC(=O)Nc1cc(-c2cccc(NS(C)(=O)=O)c2)cn2c(-c3cccc(C(C)=O)c3)cnc12,/,?,11%,-5%,/,-22%,/,9%,0%
CC(CN1CCOCC1)OC(=O)c1cccc(Br)c1 (configuration not stated),/,i,-1.0%,4%,0%,17%,6%,24%,2%
COC(=O)C1=CN(CC2CCCO2)C=C(C(=O)OC)C1c1cc(OC)c(OC)c(OC)c1 (configuration not stated),7%,/,0.1%,-13%,3%,-1%,-16%,0%,/
CCCOc1ccc(-c2c(=O)n(OCc3ccc([N+](=O)[O-])cc3)c3ccccc3[n+]2[O-])cc1,2%,i,1.9%,-20%,5%,-14%,3%,-20%,8%
CC12CCC=CC1C(c1ccc3ccccc3c1C=Cc1ccccc1)N(Cc1ccccc1)C2=O (configuration not stated),4%,/,/,/,/,8%,12%,11%,/
Cc1cc(C(=O)CSc2nc3ccccc3[nH]2)c(C)n1CC1CCCO1 (configuration not stated),?,18µM*,-2.2%,8%,?,-2%,-9%,?,?
OCC1OC(Oc2c[nH]c3ccccc23)C(O)C(O)C1O (configuration not stated),4%,i,0.8%,-14%,6%,-3%,4%,12%,-5%

Following part
Structure,Nrf2 block,S2 tox,Nrf2 activator,EPAC2 antagonist,MCF10A rereplic,HepG2 tox,A549 tox,TGFb SMAD3 inh,ATXN2 expr inh
O=S(=O)(NCCC1=CCCCC1)c1cccc(Br)c1,-13%,i,3.3%,0%,?,-28%,4%,?,-30%
Cc1ccc(N2CC(C(=O)Nc3ccc(N(C)C)cc3)CC2=O)cc1Cl (configuration not stated),0%,i,0.0%,/,/,-7%,-1%,1%,33%[activator]
CCCCc1cc2c(c(NC(=O)CC)n1)c(=O)oc1ccccc12,-18%,i,3.4%,4%,5%,-46%,13%,-30%,13%
O=C(Nc1ccn(Cc2ccc(Cl)cc2)n1)c1ccccc1,?,i,3.6%,-11%,?,-20%,-1%,0%,15%
COc1cc(CSc2ncc(CO)n2Cc2ccc(C)cc2)cc(OC)c1,/,i,?,/,/,-22%,2%,-23%,5%
O=Cc1cccn1-c1sc2c(c1C(=O)O)CCCC2,4%,i,-0.6%,-1%,11%,3%,-8%,?,5%

Compound profiles, from the list above.
`O=C(Nc1ccn(Cc2ccc(Cl)cc2)n1)c1ccccc1` reads Nrf2 block = ?; S2 tox = i; Nrf2 activator = 3.6%; EPAC2 antagonist = -11%; MCF10A rereplic = ?; HepG2 tox = -20%; A549 tox = -1%; TGFb SMAD3 inh = 0%; ATXN2 expr inh = 15%
`CCCCc1cc2c(c(NC(=O)CC)n1)c(=O)oc1ccccc12` reads Nrf2 block = -18%; S2 tox = i; Nrf2 activator = 3.4%; EPAC2 antagonist = 4%; MCF10A rereplic = 5%; HepG2 tox = -46%; A549 tox = 13%; TGFb SMAD3 inh = -30%; ATXN2 expr inh = 13%
